Pf growth 48h = Primary qHTS for delayed death inhibitors of the malarial parasite plastid, 48 hour incubation. P. falciparum luciferase growth in erythrocytes, 48 h. 5.9% of 310,000 active. AID 504832, 2011. Potency, µM (highest dose often 28.7 µM), for the others: at the top dose activity change, negative = inhibition, hits mostly inhibitors; note: potency is the fitted concentration of half-maximal effect; % is set by controls: 0 for no effect and ±100 for the full control effect
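Luciferase-expressing P. falciparum in infected erythrocytes (2% hematocrit, 0.1% parasitemia final) in RPMI 1640/0.5% Albumax were exposed to compound for 48 hours at 37 C, 5% CO2; growth read as luminescence.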
Pf growth 96h = Primary qHTS for delayed death inhibitors of the malarial parasite plastid, 96 hour incubation. P. falciparum luciferase reporter growth, 96 h. Potency, µM (series often up to 28.7 µM), inactives show at the top dose activity change, negative = inhibition, most hits filed as inhibitors. 6.9% of 320,000 active; note: potency is the fitted concentration of half-maximal effect; % is set by controls: 0 for no effect and ±100 for the full control effect
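P. falciparum expressing integrated firefly luciferase grown in erythrocytes (2% hematocrit, 0.05% parasitemia final) with compounds for 96 hours at 37 C, 5% CO2. Growth inhibition read as loss of luminescence after adding luciferase detection reagent.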
HCV inhibitor = qHTS Assay for Inhibitors of Hepatitis C Virus (HCV) | Potency, µM (titrated, usually from 41.8 µM), for inactives: top-dose activity change, negative = inhibition, actives largely listed as inhibitors | 3.4% of 340,000 active | Huh7.5.1 HCVcc-Cre infection, luciferase reporter, 44 h | AID 651820, 2012; note: potency is the fitted concentration of half-maximal effect; % is set by controls: 0 for no effect and ±100 for the full control effect
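Infectious HCVcc-Cre (~0.5 moi) was added to cells just after compound, with cells seeded 4 h earlier at 1,000 per well. Luciferase activity after 44 h culture reported infection; substrate was incubated 15 min at room temperature before reading.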
TbPYK inhibitor = qHTS of Trypanosoma Brucei Inhibitors; pyruvate kinase (Trypanosoma brucei), Q57TT1; TbPYK enzyme, Kinase-Glo Plus ATP luminescence, 45 min; Potency, µM (titrated, usually from 76.8 µM), for the others: top-dose activity, negative = inhibition, hits mostly inhibitors; 0.12% of 410,000 active; AID 624173, 2012; note: potency is the fitted concentration of half-maximal effect; % is set by controls: 0 for no effect and ±100 for the full control effect; nearly all actives have a fitted effect of over 50% in size
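In this concentration-response screen, enzyme-free wells defined baseline while DMSO plates tracked drift. Each reaction combined TbPYK, substrate, compound and 130 uM ADP for 45 min at room temperature. Kinase-Glo Plus luminescence gave the signal.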
CHX counter = Cycloheximide Counterscreen for Small Molecule Inhibitors of Shiga Toxin; cell reporter, cycloheximide protein synthesis inhibition counterscreen; max response, %; 12% of 300,000 active; AID 2314, 2010; in the data active = max response mostly above about 13%, no sharp cut-off; inactive = mostly below about 14%; note: read at 38.3 µM for the half of the compounds with a filed dose; 0% is about no effect
Shiga inhibitor = A qHTS for Small Molecule Inhibitors of Shiga Toxin | inhibition, % at 38.7 µM | AID 2315, 2010 | 9.2% of 290,000 active | Vero cells, Shiga toxin protein synthesis inhibition reporter; in the data active = inhibition mostly above about 28%, no sharp cut-off; inactive = mostly below about 43%; note: 0% is about no effect
LmPK inhibitor = qHTS Assay for Inhibitors of Leishmania Mexicana Pyruvate Kinase (LmPK) | purified LmPK, Kinase-Glo ATP luminescence, 1 h | AID 1721, 2009 | Potency, µM (highest dose often 57.5 µM), inactives show top-dose activity change, negative = inhibition, actives largely listed as inhibitors | 0.37% of 290,000 active; note: potency is the fitted concentration of half-maximal effect; % is set by controls: 0 for no effect and ±100 for the full control effect
Target sequence (Q27686 whole entry, looked up): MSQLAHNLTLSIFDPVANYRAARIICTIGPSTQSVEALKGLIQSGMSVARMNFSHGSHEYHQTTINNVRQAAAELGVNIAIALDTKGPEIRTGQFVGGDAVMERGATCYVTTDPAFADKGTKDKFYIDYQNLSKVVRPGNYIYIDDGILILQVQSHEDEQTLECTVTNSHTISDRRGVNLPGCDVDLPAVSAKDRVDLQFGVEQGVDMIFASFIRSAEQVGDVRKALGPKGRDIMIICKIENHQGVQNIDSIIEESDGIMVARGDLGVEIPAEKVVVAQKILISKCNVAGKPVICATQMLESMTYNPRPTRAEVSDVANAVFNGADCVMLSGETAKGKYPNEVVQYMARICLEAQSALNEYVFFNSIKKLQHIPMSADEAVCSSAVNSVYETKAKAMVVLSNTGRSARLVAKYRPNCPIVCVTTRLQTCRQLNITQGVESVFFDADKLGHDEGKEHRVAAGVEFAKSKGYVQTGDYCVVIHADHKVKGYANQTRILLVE
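qHTS format; LmPK 0.1 nM; substrates PEP 0.5 mM and ADP 0.1 mM. One-hour room-temperature incubation, then coupled luciferase luminescence; 0.5 nM enzyme wells mark activation.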
* hit, by the source's call; ? = inconclusive; / = not tested or not shown; & = joins results of further samples; [ ] = another dose, or the depositor's remark. Unless noted, calls come from the whole dose curve; as a rule, active = well fitted curve in the direction sought with a large enough effect; inconclusive = small, poorly fitted or top-dose-only effect, or another doubt; inactive = no such curve, though single readings can be large; an effect the other way counts as inactive or inconclusive.

The first 3 entries, ahead of the listing:
molecule | Pf growth 48h | Pf growth 96h | HCV inhibitor | TbPYK inhibitor | CHX counter | Shiga inhibitor | LmPK inhibitor
Nc1c(C(=O)N/N=C/c2ccccc2)cnn1-c1ccccc1 | 151%[activator] | 218%[activator] | -19% | 2% | 45* | 96* | -6%
COc1ccc2[nH]c(=O)c(CN(C(=O)C3CCCO3)c3ccc(C)c(C)c3)cc2c1 (stereo unspecified) | ? | -7% | 5% | -1% | 2 | 11 | 1%
COc1ccc(CCC(C)N2CCOCC2)cc1 (stereo unspecified) | 16% | -14% | 8% | 4% | -3 | -3 | -2%

All compounds of this part, previewed entries included:
molecule | Pf growth 48h | Pf growth 96h | HCV inhibitor | TbPYK inhibitor | CHX counter | Shiga inhibitor | LmPK inhibitor
Nc1c(C(=O)N/N=C/c2ccccc2)cnn1-c1ccccc1 | 151%[activator] | 218%[activator] | -19% | 2% | 45* | 96* | -6%
COc1ccc2[nH]c(=O)c(CN(C(=O)C3CCCO3)c3ccc(C)c(C)c3)cc2c1 (stereo unspecified) | ? | -7% | 5% | -1% | 2 | 11 | 1%
COc1ccc(CCC(C)N2CCOCC2)cc1 (stereo unspecified) | 16% | -14% | 8% | 4% | -3 | -3 | -2%
C=CCn1c(CNS(=O)(=O)c2ccc(F)cc2)n[nH]c1=S | 0% | -7% | 17% | ? | 4 | 4 | -3%
COc1cccc(NC(=O)CN(C)C(=O)Cc2ccc3c(c2)OCCO3)c1 | ? | 4% | 3% | -2% | / | / | /
CC(=O)c1c(Nc2cccc(F)c2)oc(C)cc1=O | 18% | 4% | -5% | 13% | -3 | -7 | 3%
O=C(O)CSc1nc2ccc(C(=O)c3ccccc3)cc2[nH]1 | 16% | ? | -2% | 1% | -4 | -2 | -5%
COc1ccc(Br)cc1CN(C)CC(=O)NCCc1ccccc1 | -15% | ? | ? | 0% | 1 | -12 | -11%
CC(CN1CCCCC1)OC(=O)C(C)(c1ccccc1)c1ccccc1 (stereo unspecified) | ? | / | -1% | -12% | 2 | -16 | 3%
CC(=O)c1ccc(N2CCN(C(=O)Nc3ccc(F)cc3F)CC2)cc1 | ? | ? | 4% | -1% | -7 | -13 | 2%
Cc1cccc(C)c1OCC(=O)OCC(=O)c1ccc2c(c1)NC(=O)CO2 | 18% | / | 11% | 3% | -6 | -6 | -1%
COc1ccc(S(=O)(=O)N(C)CC(=O)NCc2ccco2)cc1Cl | 1% | 44%[activator] | -1% | -3% | -3 | -6 | 0%
NC(=O)c1ccc(NC(=O)CCC(=O)c2cccs2)cc1 | 6% | 4% | 9% | -5% | 12 | 11 | -6%
CCOC(=O)C1=C(COC(=O)CCOc2cc(C)ccc2C)NC(=O)NC1C (stereo unspecified) | ? | -22% | -3% | 3% | / | / | /
COC(=O)[C@@H]1C2CCC(C(=O)Nc3ccccc3)(CC2)[C@@H]1C(=O)OC | -6% | / | 13% | 3% | -1 | -10 | -2%
O=C(CCCNS(=O)(=O)c1cccc2nsnc12)NCc1ccc(F)cc1 | 8% | ? | 15% | -6% | -4 | -6 | 0%
COc1cccc(C(=O)Nc2cccnc2)c1OC | 19% | 21% | 7% | -1% | 3 | 3 | 1%
C=CCN=c1scc(-c2ccc3c(c2)NC(=O)CO3)n1/N=C(\C)c1ccccn1 | ? | ? | ? | 3% | 10 | -4 | 3%
COc1ccc(NC2=NCC(C)S2)cc1 (stereo unspecified) | 21% | 45%[activator] | 8% | 5% | 17* | 18 | 8%
Cc1cc(C)cc(NC(=O)Cn2cnc3c(nnn3Cc3ccc(F)cc3)c2=O)c1 | -6% | -19%[1.15 µM] | 10% | 1% | -8 | -11 | -1%
CCC(C)Nc1nc(OC)nc(N(C)C#N)n1 (stereo unspecified) | -18% | ? | 18% | 2% | -5 | -21 | -4%
COCCCN1CC(=O)N2Cc3[nH]c4ccccc4c3C[C@H]2C1=O | 4% | 7% | 10% | 3% | -3 | -11 | -1%
O=C(COC(=O)C1COc2ccccc2O1)Nc1ccc2c(c1)CCC2 (stereo unspecified) | 20% | 21% | 14% | -1% | -3 | -14 | -4%
CC1(C)NC(=O)N(CCCCSc2ccc(Cl)cc2)C1=O | / | ? | -7% | -9% | 6 | -1 | -4%
O=C(O)CSc1ccc2ccccc2n1 | 16% | ? | -3% | -2% | -1 | -4 | -2%
COc1cccc(-n2c(SCC(=O)NCc3ccco3)nnc2-c2c[nH]c3ccccc23)c1 | ? | ? | -5% | -6% | 11 | 17 | 1%
Cc1ccc2c(C)c(C(=O)NCc3ccc(S(N)(=O)=O)cc3)oc2c1C | 40% | 44%[activator] | 3% | 1% | 2 | -3 | -1%
CC(C)N1C(=O)C(O)(C2COC(C)(C)CC2=O)c2ccccc21 (stereo unspecified) | 27% | -3% | 14% | 2% | 1 | -12 | 0%
CCOC(=O)N1CCN(C(=O)CSc2nc(CC)nc3c2c(=O)n(C)c(=O)n3C)CC1 | 30% | -2% | -15% | 5% | -1 | 10 | -1%
COc1ccc(CCNC(=O)CSc2ncc(C(=O)Nc3ccccc3)c(=O)n2C)cc1 | 0% | 13% | 10% | 5% | / | / | /
CNc1ncc(C(=O)c2ccc(F)cc2)s1 | 115%[activator] | 222%[activator] | 2% | -1% | 43* | 67* | -7%
COc1ccc(C(NC(=O)CC(C)C)NC(=O)CC(C)C)cc1OC | 16% | 10µM* | 5% | -10% | 3 | -10 | 0%
CC(=O)Oc1cccc(/C=C2\Sc3ccccc3C2=O)c1 | -23% | 1% | -20% | -6% | 28* | 51* | ?
O=C(Nc1ccc(SC(F)F)cc1)c1ccc(F)cc1 | 191%[activator] | 102%[activator] | ? | -2% | 37* | 145* | -3%
CCCN(CC(=O)Nc1ccc(Cl)cc1Cl)C(=O)/C=C/c1cc(OC)ccc1OC | 15% | 6% | ? | -1% | 5 | -15 | 3%
O=c1c2c(nc3c(-c4ccccc4)c[nH]n13)CCC2 | 51%[activator] | 88%[activator] | ? | 6% | -3 | 8 | 0%
CC(=O)c1ccc(OC(=O)COc2ccccc2)cc1 | 62%[activator] | ? | 4% | -2% | -2 | 2 | 0%
O=C(Cn1nc(-c2ccc(Cl)cc2)ccc1=O)NCC1COCCO1 (stereo unspecified) | -14% | 4% | 6% | -2% | -7 | 4 | 0%
CC(Oc1ccc2c3c(c(=O)oc2c1)CCCC3)C(=O)NCCN1CCOCC1 (stereo unspecified) | 12% | 9% | -2% | 1% | 3 | -3 | 1%
CCOC(=O)c1cn(CC)c2ccc(S(=O)(=O)N3CC(C)CC(C)C3)cc2c1=O (stereo unspecified) | 2% | 69%[activator] | / | -2% | -4 | -8 | 4%
Cc1ccc(NC(=O)c2cccc(OC(F)F)c2)c(OC(F)F)c1 | 23% | 54%[activator] | ? | -2% | 16 | 17 | 3%
CCOc1ccc(/C=N/OCC(=O)Nc2ccc(OCc3ccccc3)cc2)cc1OC | -9% | ? | -13% | -18% | 17* | 37 | -6%
O=P(O)(CN1CCCCC1)CN1CCCCC1 | 16% | 11% | 1% | / | 9 | -6 | 1%
Cc1ccc(N(CC(=O)Nc2ccc(F)c(Cl)c2)S(=O)(=O)c2c(C)noc2C)cc1 | ? | 20% | 13% | -2% | -3 | 25 | 0%
Cc1ncc(CO)c(/C=N/NC(=O)c2ccoc2C)c1O | ? | -6% | ? | -2% | / | / | /
CCc1ccc(N(CC(=O)N2CCCCCC2)S(C)(=O)=O)cc1 | -10% | ? | 18% | -2% | 2 | -5 | 1%
COc1ccc(N2CCN(C(=O)NC(=O)c3ccccc3)CC2)cc1 | ? | ? | 3% | -3% | -3 | -15 | -6%
CN1C(C(=O)Nc2ccc(OC(F)(F)F)cc2)=CC(c2ccco2)=NS1(=O)=O | 5% | 38%[activator] | 2% | 1% | 11 | 29 | 9%
CCOC(=O)c1cn2nc(Oc3cccc(C(F)(F)F)c3)ccc2n1 | 24% | 3% | -6% | 3% | 1 | 32 | 1%
Cc1ccc(C(=O)OCc2ccc3c(c2)OCO3)cc1S(=O)(=O)N1CCCCC1 | ? | / | ? | 0% | 6 | -16 | -1%
Cc1cc(C)cc(NC(=O)CSc2nc3nc(C)cc(C)c3c(=O)[nH]2)c1 | 5% | -7% | -9% | 1% | / | / | /
COc1ccc(/C=N/NC(=O)c2cc3cc(OC)c(OC)cc3[nH]2)cc1 | 0% | 0% | ? | -11% | 12 | 20 | 3%
COc1ccc(CCn2nnnc2C(C(C)C)N2CCN(c3ncccn3)CC2)cc1OC (stereo unspecified) | 9.3µM* | ? | ? | 6% | 11 | -13 | 1%
CC(NC(=O)OCc1ccccc1)C(=O)NCC(=O)NC(Cc1ccc(OC(C)(C)C)cc1)C(=O)OC(C)(C)C (stereo unspecified) | ? | -68% | 6% | 0% | -5 | -9 | 7%
O=C(CCN1CCCCC1)NCC1OCCc2ccccc21 (stereo unspecified) | -13% | 5% | -11% | -5% | -4 | 4 | -10%
COc1ccc(OC)c(-n2c(SC)nnc2-c2c[nH]c3ccccc23)c1 | / | 4.1µM* | 9% | -1% | -5 | -6 | 2%

(listing goes on)
molecule | Pf growth 48h | Pf growth 96h | HCV inhibitor | TbPYK inhibitor | CHX counter | Shiga inhibitor | LmPK inhibitor
CCOC(=O)N1CCN(C(=O)C2CCN(Cc3nc(-c4ccccc4C)oc3C)CC2)CC1 | / | -27% | ? | 1% | -7 | -17 | 1%
COc1ccc(C(F)(F)F)cc1N/C=C\c1nnnn1-c1ccccc1 | ? | 9% | ? | 6% | -1 | -2 | 1%
CCOC(=O)N1CCC(N(CCCOC)C(=O)Nc2cccc(OC)c2)CC1 | ? | 29% | 2% | -1% | 0 | 19 | -7%
CCc1ccc(Nc2nnc(SCC(=O)N(C)CC(=O)Nc3ccccc3CC)s2)cc1 | -2% | 0% | ? | -4% | 28* | 26 | -5%
O=C(O)Cc1c(-c2ccccc2)c2cc(Br)ccc2[nH]c1=O | -16% | 18% | 5% | 3% | 1 | 4 | -1%
CN=c1scc(-c2ccccc2F)n1/N=C/c1ccc(O)c(O)c1O | ? | -46% | -22% | ? | -14 | -43 | ?
O=C(CN(C(=O)c1csnn1)c1ccccc1Cl)NC1CCCC1 | 11% | 18% | 1% | 3% | -1 | -4 | 7%
Cc1ccnc(NS(=O)(=O)c2ccc(NC(=O)C34CC5CC(C)(CC(C)(C5)C3)C4)cc2)n1 | -4% | / | ? | 1% | 14 | -14 | 3%
O=C(Nn1cnnc1)C1Cc2ccccc2CN1S(=O)(=O)c1ccc(F)cc1 (stereo unspecified) | 16% | 8.3µM* | -5% | 0% | 3 | 6 | 3%
CCC1CCCCN1CCCNC(=O)c1c(O)nc2cc(C)ccn2c1=O (stereo unspecified) | 14% | ? | 14% | -5%&-3% | -6 | -6 | -4%
